Source: PubChem BioAssay
VLA-4 inh: inhibition in a human VLA-4 binding assay; inhibition, % (about 7 µM as worked out from the volumes in the protocol); P13612; hit rate 0.2% among 330,000; VLA-4 expressing cells, ligand binding flow cytometry; AID 2557; in the data active = inhibition above about 50%
Target sequence (P13612 whole entry, looked up): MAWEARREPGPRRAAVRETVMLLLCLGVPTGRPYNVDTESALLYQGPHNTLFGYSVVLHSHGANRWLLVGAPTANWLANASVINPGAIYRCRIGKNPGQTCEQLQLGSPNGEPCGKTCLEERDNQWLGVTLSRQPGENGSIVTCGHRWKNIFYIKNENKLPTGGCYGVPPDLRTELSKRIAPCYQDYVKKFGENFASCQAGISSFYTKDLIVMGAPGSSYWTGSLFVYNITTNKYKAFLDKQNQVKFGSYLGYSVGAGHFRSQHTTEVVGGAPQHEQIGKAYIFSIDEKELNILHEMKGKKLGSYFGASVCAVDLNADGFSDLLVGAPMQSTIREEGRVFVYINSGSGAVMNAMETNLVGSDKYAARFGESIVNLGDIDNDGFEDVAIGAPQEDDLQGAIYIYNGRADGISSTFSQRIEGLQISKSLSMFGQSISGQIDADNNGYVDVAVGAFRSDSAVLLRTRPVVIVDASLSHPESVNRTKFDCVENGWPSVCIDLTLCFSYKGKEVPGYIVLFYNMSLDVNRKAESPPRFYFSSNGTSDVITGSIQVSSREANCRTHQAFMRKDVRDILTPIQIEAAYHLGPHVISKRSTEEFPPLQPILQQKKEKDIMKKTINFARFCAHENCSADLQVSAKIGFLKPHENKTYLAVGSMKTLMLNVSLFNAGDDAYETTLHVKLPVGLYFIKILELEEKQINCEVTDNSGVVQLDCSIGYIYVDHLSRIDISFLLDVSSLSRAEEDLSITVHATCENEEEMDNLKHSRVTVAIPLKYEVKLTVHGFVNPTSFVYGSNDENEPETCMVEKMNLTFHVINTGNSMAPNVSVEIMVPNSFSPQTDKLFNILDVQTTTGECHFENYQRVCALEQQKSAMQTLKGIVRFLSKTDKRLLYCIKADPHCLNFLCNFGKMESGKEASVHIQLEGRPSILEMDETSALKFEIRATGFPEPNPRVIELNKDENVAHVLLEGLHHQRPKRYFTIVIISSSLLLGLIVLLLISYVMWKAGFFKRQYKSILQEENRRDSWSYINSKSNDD
AGP1-GFP MLPCN: yeast TOR pathway AGP1-GFP modulation; S. cerevisiae AGP1-GFP multiplex flow cytometry, 3 h; GFP as percent of DMSO wells; GFP response vs DMSO, % at 10 µM; hit rate 0.02% among 320,000;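 active = GFP response relative to DMSO above a set limit, near screen average plus 3 SD, cut at about 150% in these data; inconclusive = fewer than 70 cells counted for the yeast strain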;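 note: median GFP channel fluorescence of the gated AGP1 strain per well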
MCL1-BIM inh: disrupts human MCL1 binding to BIM-BH3 peptide; inhibition, % at 10.9 µM; GST-MCL1 / FITC-Bim-BH3 fluorescence polarization; hit rate 0.68% among 320,000; Q07820; AID 2057;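 active = inhibition above the mean inhibition of all tested compounds plus 3 SD, set per campaign, cut at about 40% in these data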;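 note: 0% = DMSO wells and 100% = unlabeled Bim-BH3 peptide control; higher means more loss of mP so more displacement of Bim peptide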
CIT2-GFP yeast: modulators of TOR pathway CIT2-GFP in S. cerevisiae | S. cerevisiae CIT2-GFP strain, flow cytometry, 3 h; 100 means same as DMSO wells | GFP response vs DMSO, % at 10 µM | hit rate 0.065% among 320,000 | AID 2029;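 active = GFP response relative to DMSO above a set limit, near the screen mean plus 3 SD, cut at about 150% in these data; inconclusive = Fewer than 70 cells measured for a yeast strain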;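 note: ratio of well median GFP fluorescence to mean of DMSO wells on the plate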
GLD-1 TGE inh: GLD-1-TGE RNA interaction inhibition (C. elegans). purified GLD-1 + fluorescein TGE RNA, fluorescence polarization. Q17339. hit rate 0.44% among 320,000. inhibition, % at 5.96 µM. AID 2280;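 active = percent inhibition above a per-plate cutoff, the plate mean of test compounds plus 3 SD, cut at about 30% in these data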;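 note: 0% = DMSO wells with GLD-1 and probe and 100% = wells lacking GLD-1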
GRK2 aptamer HTS: inhibitors of human GRK2 displacing RNA aptamer | bead flow cytometry, FAM-aptamer displacement from GRK2 | inhibition of aptamer binding, % at 10 µM | AID 488847 | hit rate 0.59% among 330,000 | P25098;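 active = inhibition of aptamer binding above 40%, roughly 3 SD of noise, on plates passing a quality check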;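 note: median bead fluorescence of bound FAM aptamer so fluorescent compounds give negative values; no value below 0 was filed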
MEX-5 binding: C. elegans MEX-5 TCR-2 RNA binding activity; hit rate 0.38% among 300,000; Q9XUB2; MEX-5/FITC-TCR2 RNA binding, fluorescence polarization; hits give low values; AID 1832; activity score (negative = inhibition of binding), % at 10 µM;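 active = inhibition past about -25% in most replicates, and total fluorescence under double the plate's negative control median, limit read from the data; inconclusive = replicates evenly split on the limit, or fluorescence at least double controls; inactive = too little inhibition in most replicates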;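 note: 0% = DMSO and -100% = 5 µM competing unlabeled TCR2 RNA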
BCLXL inh: blocks human Bcl-xL binding to Bim BH3 peptide. GST-Bcl-xL / FITC-Bim BH3 peptide fluorescence polarization. inhibition, % at 10.9 µM. hit rate 0.7% among 320,000. AID 2129;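 active = inhibition above the mean of all tested compounds plus 3 SD, cutoff set per campaign, cut at about 30% in these data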;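 note: 0% = DMSO wells and 100% = unlabeled Bim-BH3 peptide competitor; inhibitors lower millipolarization by displacing the labeled peptide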
Fam108B inh: counter-screen for RBBP9 inhibitors: inhibitors of mouse Fam108B; hit rate 0.33% among 300,000; inhibition, % at 9.51 µM; recombinant Fam108B, FP-Rh probe fluorescence polarization; AID 1947;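 active = inhibition above the screen mean inhibition plus 3 SD, computed separately per campaign, cut at about 18% in these data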;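 note: inhibitors lower polarization as less probe binds the enzyme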
Active calls of the source: *; u = inconclusive; x = not tested or not shown.

SMILES | VLA-4 inh | AGP1-GFP MLPCN | MCL1-BIM inh | CIT2-GFP yeast | GLD-1 TGE inh | GRK2 aptamer HTS | MEX-5 binding | BCLXL inh | Fam108B inh
CCOC(=O)c1ccccc1NC(=O)c1ccc(NS(C)(=O)=O)cc1 | 3 | 96 | 3 | 94 | -1 | 1 | 2.9 | 3 | 2
O=C(c1ccccc1F)N1CCN(c2ccccc2F)CC1 | -11 | 102 | 9 | 97 | 7 | 0 | 0.9 | 6 | 2
CCN1C(=O)c2cccc3c(S(=O)(=O)NCC4CCCO4)ccc1c23 (centres undefined) | 6 | 107 | 11 | 103 | -2 | 1 | -0.2 | 5 | 1
CC1(c2ccc(Cl)cc2)NC(=O)N(CC(=O)NC2CCCCC2)C1=O (centres undefined) | -6 | 99 | x | 119 | -4 | 0 | x | x | x
O=C1c2ccccc2NC(c2ccc(Br)o2)N1O (centres undefined) | -6 | 97 | 7 | 101 | -4 | 4 | x | 9 | x
CCn1c(=N)n(CCOc2ccc(OC)cc2)c2ccccc21 | 3 | 96 | 2 | 94 | 0 | 0 | -0.2 | 4 | -1
Cc1ccc(C)c(Nc2nn3c(=O)c4ccc(C(=O)NCc5cccnc5)cc4nc3s2)c1 | -6 | 103 | 5 | 100 | -3 | 2 | -1.6 | 4 | 4
CCOC(=O)c1c(C)c(C(=O)N(C)C2CCCCC2)c(C)n1C | -9 | 104 | 0 | 99 | 7 | 1 | 1.5 | 4 | 3
CC1NC(=S)N(C2CCCCC2)C1=O (centres undefined) | 0 | 98 | -1 | 92 | 5 | 1 | 1.2 | 8 | 1
COc1ccc(NS(=O)(=O)c2cccc(NC(=O)NCCCl)c2)cc1 | 5 | 96 | -2 | 95 | -3 | 3 | -0.3 | 2 | -10
COC(=O)c1cccc(NC(=S)Nc2ccc(Cl)c(Cl)c2)c1 | -3 | 97 | 6 | 92 | 1 | 1 | 1.2 | 5 | -19
Cc1cc(NC(=O)CSc2nnc(-c3ccoc3C)o2)no1 | -2 | 101 | 1 | 104 | -1 | 1 | -0.6 | 4 | -2
c1ccc(OCc2ccc(CCCN3CCOCC3)cc2)cc1 | 13 | 105 | 0 | 94 | 2 | 0 | 5.1 | -1 | 1
CSc1cccc(NC(=O)CNC(=O)C2CCCCC2)c1 | -3 | 95 | -1 | 114 | 3 | 0 | -2.2 | -1 | -5
CC(C)Cc1ccc(CN2CCCC(NC(=O)c3cccc(-n4cnnc4)c3)C2)cc1 (centres undefined) | -14 | 99 | 8 | 99 | -1 | 0 | 3.7 | 8 | 1
Cc1c(CC(=O)O)c(=O)oc2c(C)c(OCc3ccc(F)cc3F)ccc12 | 4 | 109 | 6 | 106 | 2 | 0 | 1.7 | 5 | 5
CCCNc1nc2nc3ccccn3c(=O)c2cc1C(=O)NCCN1CCOCC1 | -7 | u | 5 | u | 5 | 5 | -4.1 | 5 | -2
COc1ccc(/C=C/C(=O)c2ccc(NC3=NCCCS3)cc2)cc1OC | 1 | 106 | 0 | 99 | -4 | 0 | 1.2 | 6 | 2
CCOC(=O)COc1cc(Br)c(/C=N/Nc2ccccc2)cc1OC | -15 | 105 | 2 | 110 | 8 | 6 | 1.8 | 3 | 0
O=C(NCc1ccccc1)c1nc[nH]c1C(=O)N1CCc2ccccc2C1 | -46 | 95 | 10 | 98 | -7 | 0 | x | 11 | x

A portion of the results above, as a working copy:
SMILES | VLA-4 inh | AGP1-GFP MLPCN | MCL1-BIM inh | CIT2-GFP yeast | GLD-1 TGE inh | GRK2 aptamer HTS | MEX-5 binding | BCLXL inh | Fam108B inh
COC(=O)c1cccc(NC(=S)Nc2ccc(Cl)c(Cl)c2)c1 | -3 | 97 | 6 | 92 | 1 | 1 | 1.2 | 5 | -19
Cc1cc(NC(=O)CSc2nnc(-c3ccoc3C)o2)no1 | -2 | 101 | 1 | 104 | -1 | 1 | -0.6 | 4 | -2
c1ccc(OCc2ccc(CCCN3CCOCC3)cc2)cc1 | 13 | 105 | 0 | 94 | 2 | 0 | 5.1 | -1 | 1

(cont.)
SMILES | VLA-4 inh | AGP1-GFP MLPCN | MCL1-BIM inh | CIT2-GFP yeast | GLD-1 TGE inh | GRK2 aptamer HTS | MEX-5 binding | BCLXL inh | Fam108B inh
CCN1CCN(C(c2ccc(F)cc2)c2nnnn2Cc2cccs2)CC1 (centres undefined) | -2 | 105 | 5 | 108 | -5 | 0 | 0.0 | 5 | 1
Cc1ccc(C)c(OCC(=O)Nn2c(C)nc3ccccc3c2=O)c1 | 6 | 102 | 6 | 102 | -5 | 0 | -3.5 | 3 | -2
COCC(=O)NC1CC(C)(C)Cc2c1cnn2-c1ccc(F)cc1 (centres undefined) | 6 | 101 | 3 | 102 | 0 | 0 | -3.0 | -2 | -2
Cc1ccc([N+](=O)[O-])cc1NC(=O)c1ccccc1 | 20 | 100 | -3 | 104 | -4 | 0 | 0.5 | 0 | -1
CCC1(CC)Cc2ccccc2C(CC(=O)N2CCOCC2)=N1 | 21 | 91 | 2 | 98 | 8 | 1 | 0.4 | 5 | 0
Cc1ccnc(-n2c(C)cc(/C=N/NC(=O)COc3cccc4cccnc34)c2C)c1 | 6 | 104 | -1 | 96 | 1 | 0 | 1.2 | 1 | 0
O=C(CSc1nc2ccccc2c(=O)n1-c1ccccc1)NCc1ccco1 | 34 | 108 | -1 | 111 | -4 | 1 | 0.3 | 0 | 1
O=C(N/N=C/c1c[nH]c2ccccc12)c1ccn(Cc2ccc(Cl)cc2Cl)n1 | 25 | 106 | 4 | 105 | 9 | 1 | -0.3 | -1 | 21*
CCC(C)C1C(C#N)=C(N)Oc2n[nH]c(C)c21 (centres undefined) | 3 | 105 | -5 | 102 | 12 | 0 | -2.8 | 1 | -1
O=C(C1CCN(S(=O)(=O)c2ccccc2F)CC1)N1CCc2ccccc2C1 | 13 | 106 | 3 | 97 | 6 | 0 | 2.1 | 0 | -3
Cc1ccc(NC(=O)NC2CC(=O)N(c3ccc4c(c3)OCCO4)C2)cc1F (centres undefined) | 16 | 99 | -5 | 95 | 9 | 2 | -1.0 | 0 | 2
CCOc1cc(/C=C2\C(=N)N3N=C(C)SC3=NC2=O)ccc1OCCOc1ccccc1 | 0 | 95 | 0 | 102 | 10 | 0 | 0.3 | -2 | -3
COc1ccc(C2=NOC(C(=O)N(C)Cc3ccccc3)C2)cc1 (centres undefined) | 13 | 93 | 5 | 103 | -2 | 2 | 0.8 | 2 | 1
CC1=C(N2CCCCC2)CCC1=O | 34 | 106 | 10 | 100 | 0 | 0 | 1.0 | 8 | 2
O=C(c1ccc(Cl)s1)N1CCN(c2ccccc2)CC1 | 16 | 93 | 0 | 86 | -10 | 0 | 3.3 | -4 | 2
Cc1occc(=O)c1OC(=O)Nc1ccccc1 | -5 | 101 | 1 | 106 | 4 | 0 | 1.8 | 0 | -3
O=C(NNC(=O)C12CC3CC(CC(C3)C1)C2)c1cccc([N+](=O)[O-])c1 | 8 | 99 | -1 | 105 | 1 | 2 | -2.0 | 1 | 1
COc1cccc(COc2ccc3c(C)cc(=O)oc3c2)c1 | 9 | 99 | 3 | 100 | 2 | 1 | 1.6 | 3 | 1
CCOc1ccc(NC(=S)N=Nc2c(O)[nH]c3ccccc23)cc1 | -3 | 89 | 5 | 94 | -2 | 3 | 0.6 | 16 | 5
COc1ccc(OC)c(S(=O)(=O)NCC(c2ccco2)N2CCc3ccccc32)c1 (centres undefined) | 7 | 92 | 1 | 91 | -3 | 0 | -2.0 | 2 | 7

Single records, from the list above. Order of screens: VLA-4 inh	AGP1-GFP MLPCN	MCL1-BIM inh	CIT2-GFP yeast	GLD-1 TGE inh	GRK2 aptamer HTS	MEX-5 binding	BCLXL inh	Fam108B inh
`COc1cccc(COc2ccc3c(C)cc(=O)oc3c2)c1` as listed: 9	99	3	100	2	1	1.6	3	1
`Cc1occc(=O)c1OC(=O)Nc1ccccc1` as listed: -5	101	1	106	4	0	1.8	0	-3
`CC1=C(N2CCCCC2)CCC1=O` as listed: 34	106	10	100	0	0	1.0	8	2

The main list resumes with the three entries that preceded the break.
SMILES | VLA-4 inh | AGP1-GFP MLPCN | MCL1-BIM inh | CIT2-GFP yeast | GLD-1 TGE inh | GRK2 aptamer HTS | MEX-5 binding | BCLXL inh | Fam108B inh
COc1cccc(COc2ccc3c(C)cc(=O)oc3c2)c1 | 9 | 99 | 3 | 100 | 2 | 1 | 1.6 | 3 | 1
CCOc1ccc(NC(=S)N=Nc2c(O)[nH]c3ccccc23)cc1 | -3 | 89 | 5 | 94 | -2 | 3 | 0.6 | 16 | 5
COc1ccc(OC)c(S(=O)(=O)NCC(c2ccco2)N2CCc3ccccc32)c1 (centres undefined) | 7 | 92 | 1 | 91 | -3 | 0 | -2.0 | 2 | 7
Cc1noc(C)c1CSc1ncnc2sc(C)c(C)c12 | -6 | x | 6 | 98 | 3 | 0 | 0.8 | 6 | 2
C/C(CC(=O)N1CCN(C=O)CC1)=N\NC(=O)c1cccc([N+](=O)[O-])c1 | -2 | 111 | 5 | 101 | 7 | 0 | -2.9 | 7 | -1
O=C(Nc1cccnc1)c1ccccc1-c1ccccc1 | 4 | 97 | 0 | 101 | -4 | 0 | 1.5 | 0 | 3
Cc1ncc(CSc2nccc(=O)[nH]2)c(CO)c1O | 15 | 95 | 5 | 99 | -5 | 2 | 1.9 | -2 | -3
CC(C)c1ccc(-c2nnc(SCC(=O)NC3CC3)n2C)cc1 | -2 | 97 | -3 | 106 | 5 | 4 | 0.0 | 1 | 4
COc1ccc(-c2cc(-c3cccs3)c(C#N)c(SCC(=O)NCc3ccco3)n2)cc1 | -16 | u | -7 | u | 0 | 0 | x | -4 | -18
CN(Cc1c(F)cccc1Cl)C(=O)c1cccc(S(=O)(=O)NCc2ccccc2)c1 | 8 | 109 | -2 | 97 | -2 | 1 | 1.8 | 4 | 1
Cc1ccc(NC(=O)CCc2ccc(S(=O)(=O)N3CCOCC3)cc2)c(Cl)c1 | 7 | 82 | x | 76 | 14 | 1 | x | x | x
O=C(c1ccc(-c2ccccc2)cc1)C1CCCN(C(=O)c2cncs2)C1 (centres undefined) | -2 | 100 | 5 | 96 | 12 | 2 | 2.9 | 8 | 2
O=C(C1CCN(S(=O)(=O)c2ccc(Cl)c(C(F)(F)F)c2)CC1)N1CCC1 | 17 | 101 | 0 | 100 | 0 | 4 | x | 3 | x
